Assay outcomes (PubChem)
HIF-2a block: blocks HIF-2a reporter activity; hit rate 0.72% among 360,000; 786-0 RCC cells HIF-2a reporter, luciferase luminescence, overnight; inhibition, % at 18.8 µM; AID 624352;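 active = inhibition of the luminescence signal of 40% or more relative to plate controls, in a single-dose primary screen at 18.75 µM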
Shn3 inh set2: inhibitors of Schnurri-3 3'UTR reporter in osteoblasts; Clone20 osteoblast Shn3 3'UTR firefly luciferase, 24 h; inhibition, % at 12.5 µM; hit rate 0.52% among 360,000; AID 588674;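 active = mean inhibition of at least 75% with every replicate also reaching 75%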;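 note: 0% = median of neutral control wells and 100% = pilot-screen positive control compound; some compounds past the cut are filed as inactive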
NR2E3 ag-1: NR2E3 (human) agonism. Q9Y5X4. GST-NR2E3/biotin-RetCOR TR-FRET, 1536-well. inhibition of corepressor binding, % at 4.78 µM. hit rate 0.12% among 320,000. AID 2300;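 active = percent inhibition above the cutoff of mean plus 3 SD of all tested compounds, set per screening campaign, cut at about 20% in these data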;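 note: 0% = DMSO wells and 100% = biotin wells as full block of FRET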
Target sequence (Q9Y5X4 whole entry, looked up): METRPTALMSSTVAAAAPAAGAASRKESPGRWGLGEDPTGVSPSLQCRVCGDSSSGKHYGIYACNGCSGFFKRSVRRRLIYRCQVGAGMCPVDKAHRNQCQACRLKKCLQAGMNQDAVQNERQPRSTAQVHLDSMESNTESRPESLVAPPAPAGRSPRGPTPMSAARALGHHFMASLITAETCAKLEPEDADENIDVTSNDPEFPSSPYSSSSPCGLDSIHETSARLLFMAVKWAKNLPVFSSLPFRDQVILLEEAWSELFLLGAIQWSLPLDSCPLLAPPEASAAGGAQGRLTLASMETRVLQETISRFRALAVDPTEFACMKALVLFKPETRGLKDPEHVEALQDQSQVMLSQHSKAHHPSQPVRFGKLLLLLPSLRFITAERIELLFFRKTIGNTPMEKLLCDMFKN
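Test system: GST-NR2E3 and biotin-RetCOR proteins | Quantity: 1.35 nM GST-tagged NR2E3 final | Medium: Tris pH 7.5 | Also added: 7 nM biotin-RetCOR | Dosing: Compound at 4.8 µM, single dose | Timing: 5 h at 4 °C | Detection: Time-resolved FRET | Read-out basis: Percent inhibition | Benchmarks: Biotin wells as high control, 0.6% DMSO wells as low control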
NR2E3 ag-2: agonists of human NR2E3 nuclear receptor; Q9Y5X4; CHO-S Gal4-NCOR/VP16-NR2E3 two-hybrid, luciferase; inhibition of corepressor binding, % at 3.98 µM; hit rate 0.35% among 360,000; AID 602229;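 active = inhibition above the mean of all tested compounds plus 3 SD, cut at about 70% in these data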;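 note: 0% = DMSO with NR2E3 transfected cells and 100% = cells lacking NR2E3 construct; higher means lower luciferase signal from less NR2E3 corepressor binding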
Peg3 promoter: reduces Peg3 promoter-driven luciferase expression in HeLa; HeLa PEG-Prom luciferase reporter, luminescence, overnight; inhibition, % at 20 µM; hit rate 1.7% among 360,000;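 active = inhibition of at least 50% at 20 µM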
aDG glyco act: increases alpha dystroglycan glycosylation; hit rate 0.22% among 360,000; activation, % at 10 µM; Pro5-aDG cells, alpha-DG glycosylation AlphaScreen (IIH6); 0% Pro5, 100% B10-LARGE cell signal;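 active = activation of at least 8% versus controls, or a plate z-score of at least 8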;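 note: Pro5 are CHO cells carrying HIG-tagged alpha-DG that lacks glycosylation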
TRPM1 prom inh: inhibitors of MITF-driven TRPM1 promoter in melanoma cells; SK-MEL-5 TRPM1 promoter luciferase, 24 h; inhibition, % at 12.5 µM; hit rate 0.83% among 330,000; AID 488899;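 active = mean inhibition across replicates of 60% or more, whatever share of single replicates reaches that level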; note: values of inactives mirror those of a sister screen read the other way
KKLEB cytotox: counter-screen for CF NF-kB inhibitors: cytotoxicity; hit rate 0.36% among 360,000; activity change (cytotoxicity), % at 5 µM; AID 602141; KKLEB CF airway cells viability, ATPlite luminescence, overnight; stronger effect = lower value; cells stimulated with P. aeruginosa culture filtrate;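 active = corrected activity change at or below -50% at 5 µM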
TWEAK Fn14 block: TWEAK-Fn14 signaling inhibition; TWEAK-stimulated Fn14 reporter cells, luciferase luminescence, 8 h; inhibition, % at 10 µM; hit rate 2% among 360,000; in the data active = inhibition above about 50%
iPSC survival up: enhancers of human iPSC single-cell survival | hit rate 0.044% among 360,000 | hiPSC single-cell survival, ATPlite luminescence; 100% = ROCK inhibitor wells, 0% = DMSO | AID 602274 | survival enhancement, % at 20 µM; in the data active = survival enhancement above about 18%;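 note: cells exposed to compounds for 16 hours before the ATP read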
CF NFkB block: blocks PAF-induced NF-kB reporter in cystic fibrosis cells; KKLEB NF-kB-GFP reporter, GFP fluorescence overnight; inhibition, % at 5 µM; hit rate 0.86% among 360,000; AID 588850;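 active = at least 50% inhibition at 5 µM, scaled per plate between neutral and stimulator controls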;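 note: PAF is a Pseudomonas aeruginosa culture filtrate used as stimulus; plate controls were PAF-stimulated DMSO wells for no effect and unstimulated DMSO wells for full effect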
Numbers without * were called inactive; . = no result given.

SMILES	HIF-2a block	Shn3 inh set2	NR2E3 ag-1	NR2E3 ag-2	Peg3 promoter	aDG glyco act	TRPM1 prom inh	KKLEB cytotox	TWEAK Fn14 block	iPSC survival up	CF NFkB block
CCOC(=O)C1C(c2ccc(O)c(OC)c2)NC(=O)NC1(O)C(F)(F)F (centres undefined)	19	6	-5	-7	4	0.1	3	2	9	-0.4	1
Cc1ccc2nc(N3CCN(C(=O)c4ccccc4F)CC3)c(C#N)cc2c1	-13	1	.	-29	-5	0.1	0	-4	4	0.3	7
Cc1cccc(C(=O)OCC(=O)Nc2ccc3c(c2)OCCO3)c1O	-64	-25	4	-12	-105	0.2	-13	0	-39	-1.6	1
O=C(NCc1nc2ccccc2[nH]1)c1cc2ccccc2oc1=O	18	-3	1	5	-1	0.6	-21	3	-12	3.8	-6
O=C1C(=O)N(Cc2cccs2)c2ccccc21	22	7	0	-1	12	0.1	7	-1	-16	-0.6	8
C=CCn1c(SCCOc2ccc(OC)cc2)nnc1C(C)NC(=O)Cc1ccc(OC)cc1 (centres undefined)	6	19	0	-4	4	0.4	9	12	1	-2.2	-16
Cc1cc(C)nc(SCc2nnc(SCC(N)=O)o2)n1	12	-24	-1	1	8	-0.1	5	8	8	-0.6	-3
Cc1ccc(S(=O)(=O)N2CCOCC2)cc1C(=O)OCC(=O)NC1CCCC1	6	-1	.	-11	-4	0.2	10	-18	5	-0.5	5
O=C(Nc1ccccc1)Nc1cccc2nsnc12	-303	-87	1	-130	-254	1.3	-30	-28	17	1.1	5
CC(C)(C)Nc1nc(Cl)nc(N(C#N)CN2C(=O)c3ccccc3S2(=O)=O)n1	16	-22	5	10	7	0.3	16	-11	-4	-0.5	18
CCOC(=O)c1c(NC(=S)Nc2ccc(OC)cc2)sc2c1CCC2	-11	14	4	-9	-17	-0.1	-17	-8	1	1.5	-5
O=C(Nc1ccc2c(c1)OCO2)C(c1ccccc1)N1CCC2(CC1)OCCO2 (centres undefined)	-7	-12	-5	-23	1	-0.2	-6	16	0	-2.2	-7
Cc1ccc(NC(=O)Nc2nnc([C@@H]3C[C@H](O)[C@@H](CO)O3)s2)cc1	-10	3	.	0	-15	-0.2	.	-5	1	0.9	-34
Cc1cc(C)cc(N(CC(=O)O)S(=O)(=O)c2c(C)noc2C)c1	0	13	3	0	7	0.0	-3	4	-11	2.3	3
CC(=O)Nc1ccccc1P(=O)(c1ccccc1)c1ccccc1OC(C)=O (centres undefined)	16	2	-2	22	16	-0.2	8	3	13	1.5	2
COc1ccc(NC(=O)/C=C/c2cccc(C(F)(F)F)c2)cn1	-40	4	1	5	-2	0.0	0	-1	9	0.0	-11
O=C1C(=C2CCCCC2)SC(=S)N1Cc1ccco1	12	-8	-2	-3	31	0.4	11	-14	1	0.5	2
Cc1nc2sccn2c(=O)c1S(=O)(=O)NCC1CCN(Cc2ccc(Cl)cc2)CC1	1	19	.	-1	-6	0.1	.	-4	-21	-3.7	-12
Cc1ccc(-c2nc(CS(=O)CC(=O)NCCCN3CC(C)CC(C)C3)c(C)o2)cc1 (centres undefined)	-20	-21	-1	2	0	-0.1	.	9	7	-2.0	-8
CCCCC(OC(=O)CN1C(=O)COc2ccccc21)C(=O)NC1CCCCC1 (centres undefined)	3	7	2	-13	-4	-0.2	4	9	-10	-0.5	-3
CCOc1cc(-c2nnc(-c3ccco3)o2)cc(OCC)c1OCC	4	5	2	-21	45	-0.3	13	-7	-23	2.7	-5
COC(=O)C1=CN(Cc2ccc(OC)cc2)C=C(C(=O)OC)C1c1ccsc1	19	9	4	1	17	1.8	-3	2	-32	0.2	-3
O=C(Nc1nccs1)c1cccnc1Cl	-11	-14	1	-3	-2	-0.1	-6	0	21	0.0	11
CCN(CC)CCOc1cc2c(nn1)Oc1ccccc1N2C	-60	-18	4	36	-85	0.0	-12	5	6	-1.4	-16
O=C(O)c1ccccc1NS(=O)(=O)c1ccc(NNC(=S)Nc2ccc(OC(F)F)cc2)c([N+](=O)[O-])c1	22	-16	.	-21	5	-0.4	14	12	11	0.3	2
COc1cc(/C=C2\SC(=S)N(CC(=O)Nc3ccccn3)C2=O)cc(OC)c1OC	21	-4	-1	-34	4	-0.2	2	-9	26	1.1	-18
CSC1=Nc2sc3c(c2C2=NCCN12)CC(C)(C)OC3	-26	-12	.	-16	-23	0.1	-4	0	-3	-0.3	-10
CCNC(=O)N(C)C[C@H]1N[C@@](CC)(C(=O)OC)[C@H]2C(=O)N(Cc3ccccc3)C(=O)[C@@H]12	3	2	.	-6	0	0.3	-3	1	-6	0.1	14
Cc1ccc(CN2C(=O)c3ccccc3NC23CCN(Cc2ccccc2)CC3)cc1	14	-3	4	6	19	0.0	-4	6	11	-0.3	35
COc1ccc(NC(=O)CN2C(=O)CC(C)S(=O)(=O)c3ccccc32)cc1 (centres undefined)	2	-7	-3	-13	17	0.0	-1	-9	13	0.0	-9
CC[C@@H]1CC2=C(C(=O)OC(C)(C)O2)[C@@H](CC)O1	9	.	.	-3	.	0.0	.	.	2	2.3	.
Cc1ccc(-c2cc(-c3ccccc3Cl)c(C#N)c(N)n2)o1	24	0	1	-39	15	0.3	3	-7	20	-1.7	6
CCOc1cc(-c2nn3cnnc3s2)cc(OCC)c1OCC	3	13	-2	-1	11	3.2	-1	-8	3	3.0	-2
Cc1cc(C(=O)COC(=O)C2=COCCO2)c(C)n1-c1ccccc1	14	37	.	1	60*	0.0	81*	-19	103*	-2.4	0
CCOC(=O)c1c(NC(=O)CSc2nnc(-c3ccco3)o2)sc(C(C)=O)c1C	-11	4	19	3	-12	0.1	0	-2	-2	-1.6	4
Cc1[nH]n(-c2ccccc2)c(=O)c1/C=N/N1CCOCC1	8	2	-3	-25	-5	-0.1	-10	-3	47	-0.7	2
C=CC[C@H](CC(=O)N[C@H](CO)Cc1ccccc1)C(=O)N[C@H](COC(=O)[C@H](CC=C)CC(=O)OC(C)(C)C)Cc1c[nH]c2ccccc12	3	-2	.	-7	34	1.6	7	-6	13	-1.7	5
CCCCn1nc(C(=O)Nc2ccc3c(c2)OCO3)c2ccccc2c1=O	-100	0	.	-20	-67	-0.2	16	9	-23	4.2	10
Cc1ccc(S(=O)(=O)N(CC(=O)NCc2ccccc2)C(=O)N2CCN(C)CC2)cc1	9	6	.	14	8	0.1	-5	-15	3	0.4	22
CCCCCC(N)=O	-3	0	2	-7	-15	0.2	4	7	-2	0.2	-6
CCN1C(=O)[C@@H]2[C@@H]3CN(S(=O)(=O)c4ccccc4C)[C@@H](c4ccc(Cl)cc4)[C@@H]3C(=O)C[C@@H]2C1=O	-9	9	.	-11	-51	0.1	.	-6	-10	1.8	4
CC(=O)/C(=N/Nc1cccc(Cl)c1)Sc1nnc(C(O)c2ccccc2)n1-c1ccccc1 (centres undefined)	18	-11	-1	6	19	0.0	6	-4	-24	-0.2	-14
O=C(O)c1cccc(Nc2nc(-c3cccnc3)nc3ccccc23)c1	6	-18	2	-3	-3	-0.2	-21	8	6	0.3	-14
S=C(NC12CC3CC(CC(C3)C1)C2)N1CCOCC1	12	12	3	10	-7	0.3	2	-8	-7	-0.4	-14
CN(CC(=O)NCCc1ccccc1)Cc1ccco1	-149	-49	2	-40	-179	-0.2	-41	0	-7	-0.4	7
CCN(Cc1ccccc1)C(=O)C1CCN(S(=O)(=O)c2ccc3c(c2)OCCO3)CC1	8	11	4	-5	11	-0.1	1	1	14	-0.5	3
CCOC(=O)c1c(NC(=O)COC(=O)/C=C/c2ccccc2)sc(C(=O)NC)c1C	8	-26	2	19	-1	-0.1	.	-5	5	-0.4	-7
Cc1ccc(S(=O)(=O)N(C)C)cc1NC(=O)C1CCN(C(=O)Nc2ccccc2)CC1	7	-17	.	0	7	0.4	7	15	-27	-0.2	1
CN(C)c1ccc(CN2CCCCC2)cc1	10	-20	5	2	17	-0.3	2	5	10	-2.4	-3
CC(C)NC(=O)NC(=O)COC(=O)c1ccc(OC(F)(F)F)cc1	13	24	1	21	18	-0.1	-5	3	2	6.2	3
COc1ccc([C@H]2CC(=O)C=C(c3ccc(C)cc3)C2)cc1	-153	-30	1	-17	-74	-0.1	-18	-4	-28	3.0	-6

One compound at a time, from the list above. Order of values: HIF-2a block, Shn3 inh set2, NR2E3 ag-1, NR2E3 ag-2, Peg3 promoter, aDG glyco act, TRPM1 prom inh, KKLEB cytotox, TWEAK Fn14 block, iPSC survival up, CF NFkB block
Profile of C=CCn1c(SCCOc2ccc(OC)cc2)nnc1C(C)NC(=O)Cc1ccc(OC)cc1 (centres undefined) → 6, 19, 0, -4, 4, 0.4, 9, 12, 1, -2.2, -16
Profile of CCOc1cc(-c2nnc(-c3ccco3)o2)cc(OCC)c1OCC → 4, 5, 2, -21, 45, -0.3, 13, -7, -23, 2.7, -5

Reformatted with two lines to a compound: entries from further up
Every second line gives: HIF-2a block	Shn3 inh set2	NR2E3 ag-1	NR2E3 ag-2	Peg3 promoter	aDG glyco act	TRPM1 prom inh	KKLEB cytotox	TWEAK Fn14 block	iPSC survival up	CF NFkB block
- CCN1C(=O)[C@@H]2[C@@H]3CN(S(=O)(=O)c4ccccc4C)[C@@H](c4ccc(Cl)cc4)[C@@H]3C(=O)C[C@@H]2C1=O
→ -9	9	.	-11	-51	0.1	.	-6	-10	1.8	4
- CC(=O)/C(=N/Nc1cccc(Cl)c1)Sc1nnc(C(O)c2ccccc2)n1-c1ccccc1 (centres undefined)
→ 18	-11	-1	6	19	0.0	6	-4	-24	-0.2	-14
- O=C(O)c1cccc(Nc2nc(-c3cccnc3)nc3ccccc23)c1
→ 6	-18	2	-3	-3	-0.2	-21	8	6	0.3	-14
